SRC3 TRFRET art = TR-FRET detection interference compounds, artefact control for PPARgamma SRC-3 recruitment agonists, biochemical, TR-FRET ratio. hit rate 0.39% among 99,000. TR-FRET ratio at 8 µM. AID 1048, 2008. TR-FRET artefact counter-screen, PPARgamma/SRC-3 format; hits give high values; in the data active means TR-FRET ratio above about 2000; further: inactives centre near 1600
SRC1 TRFRET art = TR-FRET detection interference compounds, primary screen, artefact control for PPARgamma SRC-1 recruitment agonists, biochemical, TR-FRET emission ratio; TR-FRET ratio at 8 µM; TR-FRET detection artefact counter-screen; hits give high values; hit rate 0.34% among 99,000; in the data active means TR-FRET ratio above about 2300; further: inactives centre near 1800
Numbers without * were called inactive.

structure	SRC3 TRFRET art	SRC1 TRFRET art
CCCc1ccccc1OCCNC(=O)c1cc(=O)n(C)c(=O)n1C	1591	1940
O=C(NCC1CCCO1)/C(=C/c1cn(-c2ccccc2)nc1-c1cccnc1)NC(=O)c1ccccc1 (centres undefined)	1460	1742
CC(SC(=S)N(C)Cc1cccs1)C(=O)O (centres undefined)	1649	1921
O=C(c1ccc(Sc2cccc(Cl)c2)c([N+](=O)[O-])c1)N1CCN(c2ccccn2)CC1	1528	1782
Cc1ccc(CN2CCNC(=O)C2CC(=O)N(C)C2CCCCC2)o1 (centres undefined)	1550	1797
Cc1ccc(-n2c(SCC(=O)Nc3cc(C)on3)nc3c(c2=O)SC(C)C3)cc1 (centres undefined)	1671	2026
O=C1N/C(=N/S(=O)(=O)c2ccccc2)S/C1=C/c1cccnc1	1736	1771
COc1ccc(OC)c(-c2csc(NC(=O)C3=NNC(=O)CC3)n2)c1	1527	1995
Cc1cc2nc[nH]c2cc1[N+](=O)[O-]	1483	1758
O=C(Nc1c(-c2ccccc2)nc2sccn12)c1ccccc1	1493	1599
Cc1ccc(C(=O)N/C(=C/c2cccs2)C(=O)NCC2CCCO2)cc1 (centres undefined)	1508	1495
O=Cc1ccc(-c2ccc([N+](=O)[O-])cc2Cl)o1	1578	1792
O=C(NCc1ccccc1)C1CCN(S(=O)(=O)c2ccc(Cl)cc2)CC1	1611	1928
COc1ccc(CC(=O)Nc2cc(Cl)ccc2C(=O)O)cc1	1607	1962
CCCCCCn1c(=O)c(C(=O)N/N=C/c2cccc(F)c2)c(O)c2ccccc21	1525	1876
O=C1CS/C(=N/N=C2CCCC2)N1	1625	2086
CCCCNC(=O)/C=C/c1cccs1	1723	2007
CCn1cc(CN2CCc3c([nH]c4ccccc34)C2c2cccc(OC)c2)c(C)n1 (centres undefined)	1611	1886
COc1cccc(NC(=O)CN(C)C(C)C(=O)Nc2ccc(C#N)cc2)c1 (centres undefined)	1745	2052
CCNS(=O)(=O)c1ccc(CCC(=O)NCCC2=CCCCC2)cc1	1520	2046
Cc1cccc(S(=O)(=O)NNC(=O)Cc2cccn2C)c1	1530	1566
CS(=O)(=O)C1=NSC2=NC(=O)/C(=C\c3cccn3-c3ccccc3Cl)C(=N)N21	1651	1674
COc1ccc(NC(=O)CN2CCc3ccccc3C2)cc1OC	1548	2149
Cc1ccc(C(=O)N2CCN(C(=O)c3ccco3)CC2)cc1NC(=O)c1ccco1	1585	1883
Cc1cc([N+](=O)[O-])nn1CC(=O)Nc1ccc(F)cc1	1648	1749

Random excerpt: seven entries already listed.
structure	SRC3 TRFRET art	SRC1 TRFRET art
O=C1CS/C(=N/N=C2CCCC2)N1	1625	2086
CCCc1ccccc1OCCNC(=O)c1cc(=O)n(C)c(=O)n1C	1591	1940
CS(=O)(=O)C1=NSC2=NC(=O)/C(=C\c3cccn3-c3ccccc3Cl)C(=N)N21	1651	1674
CCCCNC(=O)/C=C/c1cccs1	1723	2007
CCn1cc(CN2CCc3c([nH]c4ccccc34)C2c2cccc(OC)c2)c(C)n1 (centres undefined)	1611	1886
Cc1ccc(-n2c(SCC(=O)Nc3cc(C)on3)nc3c(c2=O)SC(C)C3)cc1 (centres undefined)	1671	2026
COc1ccc(OC)c(-c2csc(NC(=O)C3=NNC(=O)CC3)n2)c1	1527	1995

Back to the main list with the four entries that preceded the break.
structure	SRC3 TRFRET art	SRC1 TRFRET art
CS(=O)(=O)C1=NSC2=NC(=O)/C(=C\c3cccn3-c3ccccc3Cl)C(=N)N21	1651	1674
COc1ccc(NC(=O)CN2CCc3ccccc3C2)cc1OC	1548	2149
Cc1ccc(C(=O)N2CCN(C(=O)c3ccco3)CC2)cc1NC(=O)c1ccco1	1585	1883
Cc1cc([N+](=O)[O-])nn1CC(=O)Nc1ccc(F)cc1	1648	1749
C/C(=N\NC(=S)Nc1cccc(C)c1)c1ccco1	1638	1974
COc1cc(C(=O)Nc2cc(C(F)(F)F)ccc2-n2cncn2)cc(OC)c1OC	1735	1819
Cc1ccc(NC(=O)CCn2ccc([N+](=O)[O-])n2)nc1	1543	1614
O=C(NC1CC1)C1=C[C@@H](c2coc3ccccc3c2=O)C[C@@H](OCc2ccc(CO)cc2)O1	1522	1780
CCCNC(=O)Nc1nc(CC(=O)OCC)cs1	1696	1901
CCC(=O)Nc1ccc(C(=O)Nc2ccc(Br)cc2F)cc1	1508	1502
Cc1ccc(SCC(=O)Nc2ccc(C(=O)Nc3ccc(O)cc3)cc2)cc1	1676	1501
Cc1ccc(SC(C)C(=O)NCc2ccc(F)cc2)cc1 (centres undefined)	1711	1741
CCCCN(CC)C(=O)CSc1nc2c(sc(=S)n2-c2ccc(OCC)cc2)c(=O)[nH]1	1637	1903
CCOc1cc(NC(=S)NCCCN2CCOCC2)c(OCC)cc1NC(=O)c1ccccc1C	1590	1456
COc1ccc(Br)cc1CN1CCN(C(=O)c2ccc(F)cc2)CC1	1788	1822
Cc1cccc(N(C(=O)c2snc(C(N)=O)c2N)C(C(=O)NCC2CCCO2)c2cccs2)c1 (centres undefined)	1439	1671
O=S(=O)(/C=C/c1ccccc1)N1CCN(Cc2ccccc2)CC1	1767	1688
CCn1cc(C(=O)NC(C)C2CC3CCC2C3)cn1 (centres undefined)	1490	1714
O=C(c1cc(S(=O)(=O)N2CCOCC2)ccc1F)N1CCN(Cc2ccccc2)CC1	1581	1817
O=C(Cc1ccccc1)NCc1n[nH]c(=S)n1-c1ccc(Br)cc1	1620	1934
Nc1nonc1C(=O)N/N=C/c1ccc(-c2ccc(Cl)c(C(=O)O)c2)o1	1497	1874
Cc1ccsc1C1C(C#N)=C(N)Oc2n[nH]c(C)c21 (centres undefined)	1770	2013
COc1ccc(-c2[nH]ncc2CN(C)Cc2cnccn2)c(OC)c1	1469	1730
O=C(CCNC(=O)c1ccccc1)Nc1ccc(F)c(Cl)c1	1687	1748
CCc1ccccc1NC(=O)CN(c1ccc(OC)cc1OC)S(=O)(=O)c1ccccc1[N+](=O)[O-]	1570	1824
O=C1CN(C(=O)COc2ccc(Br)cc2Br)c2ccccc2N1	1439	1664
COc1ccc(C)cc1NC(=O)CSc1ccc(Cl)cc1	1518	1680
CC(=O)Oc1c(Cl)c(N2CCOCC2)c(OC(C)=O)c2ccccc12	1388	1404
Cc1nc(=O)c(-c2ccccc2)c(C)n1Cc1ccccc1	1501	1848

Profiles from above. Order of values: SRC3 TRFRET art | SRC1 TRFRET art
O=C(c1cc(S(=O)(=O)N2CCOCC2)ccc1F)N1CCN(Cc2ccccc2)CC1 is listed as 1581 | 1817
O=Cc1ccc(-c2ccc([N+](=O)[O-])cc2Cl)o1 is listed as 1578 | 1792

The results go on.
structure	SRC3 TRFRET art	SRC1 TRFRET art
COc1cc2c(cc1OC)CN(Cc1cc(=O)n3c(-c4ccccc4)csc3n1)CC2	1710	1644
CCN1CCN(c2ccc(S(=O)(=O)N(CC)CC)cc2[N+](=O)[O-])CC1	1578	1780
Cc1ccccc1N=Cc1c(O)n(-c2nccs2)c(=O)c2ccccc12	1585	1732
CCc1nc2ccccc2c(C(=O)Oc2ccc(C(=O)OC)cc2)c1C	1701	1804
Cc1nc(C)c(C)nc1C	1577	1781
CN(C)c1ncc(S(=O)(=O)c2ccccc2)c(N)n1	1544	1911
COc1ccccc1N1CCN(/N=C/c2ccc(O)c(O)c2)CC1	1260	1702
O=C(N/C(=C/c1ccc(Br)cc1)C(=O)N1CCCC1)c1ccccc1F	1559	1854
O=C(CCCn1c(=O)[nH]c2ccccc2c1=O)N1CCN(c2ccccn2)CC1	1676	1875
O=C(O)C1=NOC(CNc2ncc(C(F)(F)F)cc2Cl)C1 (centres undefined)	1568	1699
Cc1ccc(CNc2ncc(-c3ccccc3)n2C)o1	1422	1684
COc1ccc(-c2ccc(CCC(=O)O)n2-c2ccc(O)cc2)cc1	1540	1685
Cc1ccc(NCc2nc3ccccc3n2CCOc2ccccc2)cc1	1418	1650
C=CCn1c(SCC(=O)NC(N)=O)nnc1-c1cc2c(s1)CCC(CC)C2 (centres undefined)	1716	1603
CN(C)c1ccc(-n2cccc2/C=C/[N+](=O)[O-])cc1	1397	1867
COc1ccc(NS(=O)(=O)c2ccc(NC(=O)c3ccccc3Br)cc2)nn1	1736	1765
CCCc1nn(C)c(C(=O)Nc2ccc(CC)cc2)c1Cl	1486	1846
Cc1nc(-c2ccc(C(=O)Nc3ccc(F)cc3)cc2)cs1	1756	2059
CC/C(Cc1ccccc1)=N/NC(=O)c1cccc(Br)c1	1545	1790
Cc1nnc(SCc2ccccc2)n1N	1541	2275
O=C(Nc1ccc(Cc2ccncc2)cc1)c1cccs1	1668	1813
O=C(CN1C(=O)COc2ccccc21)Nc1ccc2c(c1)OCCO2	1658	1984
Cc1cccnc1NC(=O)c1cc2c(=O)oc3ccccc3c2s1	1602	1738
O=C(CSc1nn(-c2ccccc2)c(=S)s1)Nn1cnnc1	1419	1831
CC(NC(=O)C(=O)NCCCn1ccnc1)c1ccccc1 (centres undefined)	1618	1622

Continuation:
Below each SMILES – SRC3 TRFRET art	SRC1 TRFRET art
CCOc1cc(/C=N/NC(=O)c2cccnc2)ccc1OCc1ccc(C(=O)OC)o1
 : 1769	1866
Nc1nnc(SCC(=O)OCc2ccc(F)cc2)s1
 : 1581	1971
CCOC(=O)c1ccc(NC(=S)N(CCCN2CCCC2)Cc2ccco2)cc1
 : 1567	1670
O=C(NCc1cccnc1)c1cc2nc(-c3cccs3)cc(C(F)(F)Cl)n2n1
 : 1502	1884
CCc1cc(SC#N)ccc1N
 : 1646	1810
COc1ccc2oc(=Nc3cccc(F)c3)c(C(N)=O)cc2c1
 : 1321	1798
CC(c1nc2ccccc2c(=O)[nH]1)N(C)c1ccc2ccccc2c1 (centres undefined)
 : 1641	1685
CC(=O)c1cc(C#N)c(NCc2ccccc2)nc1C
 : 1527	2080
Cc1cccc(NC(=S)NCC23C=CC(O2)C2C(=O)N(c4ccc(Cl)cc4)C(=O)C23)c1 (centres undefined)
 : 1662	1795
CC(C)CC1(C)NC(=O)N(CC(=O)Nc2cccc(S(=O)(=O)N(C)c3ccccc3)c2)C1=O (centres undefined)
 : 1543	1890
Cc1cc(C)c(NC(=O)CS)c(Cl)c1
 : 1564	1528
CC1CCCCC1NC(=O)CSc1nncn1N (centres undefined)
 : 1565	1906
CN(C)C(CN=C1NS(=O)(=O)c2ccccc21)c1ccco1 (centres undefined)
 : 1404	1720
COc1ccc(C2N(c3ccc(OC)cc3)C(=S)N3CCCN23)cc1 (centres undefined)
 : 1735	2077
O=C(COC(=O)C1CC1)Nc1ccccc1Sc1ccccc1
 : 1567	1780
CC(=O)NCCn1c(SCC(=O)NCCc2ccc(S(N)(=O)=O)cc2)nc2ccccc2c1=O
 : 1615	1638
C=CCNC(=O)/C(C#N)=C/c1cn(-c2ccccc2)nc1-c1ccc(OC)c([N+](=O)[O-])c1
 : 1580	1702
Cc1cccc(CSc2nnc(-c3ccco3)o2)c1
 : 1396	1741
CCC(C)NC(=O)c1ccc([N+](=O)[O-])c(Cl)c1 (centres undefined)
 : 1505	1682
Cc1cc[n+](-c2[nH]c(=O)sc2/C=N/N=C(\[O-])c2ccccc2)cc1C
 : 1571	1824
O=C(N/C(=C\c1ccc(F)cc1)C(=O)N1CCCCCC1)c1ccccc1
 : 1417	1719
NC(=S)N/N=C/c1ccc([N+](=O)[O-])cc1
 : 1647	1827
Cc1cc(C(=O)CSc2nc(N)cc(N)n2)c(C)n1-c1cccc(F)c1
 : 1758	1992
CC(=O)Nc1ccccc1OCC(=O)NC(C)c1ccccc1 (centres undefined)
 : 1458	1376
O=C(c1ccc(NC2=NC3CS(=O)(=O)CC3S2)cc1)N1CCc2ccccc2C1 (centres undefined)
 : 1654	2043
COc1ccc(-c2noc(CN3CCCCC3c3nccn3C)n2)cc1 (centres undefined)
 : 1712	1912
CN(C)c1ccc(Nc2nc(N)c([N+](=O)[O-])c(N3CCOCC3)n2)cc1
 : 1584	2109
Cc1csc(NC(=O)CCc2c(C)nc3cc(-c4ccc(Cl)cc4)nn3c2C)n1
 : 1462	1715
O=C(CN1CCCCC1)Nc1cc(Cl)ccc1Oc1ccccc1
 : 1653	1681
O=C(Cc1ccc(-n2c(=O)c3sccc3n(CC(=O)Nc3ccccc3)c2=O)cc1)NCc1ccco1
 : 1341	1718
CCNC(=O)COc1ccc(OCc2ccccc2)cc1
 : 1678	1693
Cc1c(Cl)cccc1NC(=O)CCC(=O)N/N=C/c1ccc[nH]1
 : 1660	1841
O=C(CNC(c1ccccc1)c1ccccc1)Nc1ccc(F)cc1
 : 1373	1555
CCOC(=O)Cc1csc(N(C)C)n1
 : 1738	2022
Cc1cc(C)cc(N(C(=O)CNS(=O)(=O)c2ccccc2)C(C(=O)NCc2ccccc2)c2ccc(C)o2)c1 (centres undefined)
 : 1763	2074
O=C(Cc1ccccc1)NNC(=O)Cc1ccccc1
 : 1407	1696
COc1ccc2cc(C(c3nnnn3CC3CCCO3)N3CCOCC3)c(=O)[nH]c2c1 (centres undefined)
 : 1470	1848
CSc1cccc(NC(=O)/C=C/c2ccco2)c1
 : 1723	1812
CCC(Sc1nc2c(cnn2-c2ccc(Cl)cc2)c(=O)[nH]1)C(=O)OC (centres undefined)
 : 1337	1919
COc1ccc(/C=N/NC(=O)c2ccc(=O)n(C)c2)cc1OC
 : 1437	1648
COc1cccc(/C=C/C(=O)c2cccc([N+](=O)[O-])c2)c1OC
 : 1679	1832
CC1(C)CC(=O)/C(=C(\O)Cc2ccccc2)C(=NCCCCCC(=O)O)C1
 : 1521	1735
Cc1ccc(C)c(NC(=O)CCN2CCOCC2)c1
 : 1420	1693
CC(=O)Nc1sc(-c2ccccc2)nc1-c1ccccc1
 : 1726	1723
CCOc1cccc2c1OC(c1cc(OC)c(OC)c(OC)c1)N1N=C(c3ccc(C)o3)CC21 (centres undefined)
 : 1656	2064
Cc1ccc2c(c1)nnn2C1CCN(S(=O)(=O)c2ccc(C(=O)NC3CCCC3)cc2)CC1
 : 1600	1967
Cc1ccc(NC(=O)CCn2nc(C)cc2C)c(C)c1
 : 1434	1705

An excerpt; the hit share may differ from the screen's.
